Bioassay records (PubChem)
SIAE inh – human SIAE inhibitors, primary screen, biochemical, fluorescence polarization, FP-Rh probe, 1536-well HTS | SIAE FP-Rh probe binding | inhibition, % at 9.66 µM | 0.69% of 370,000 active | AID 1053197, 2014;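 active means inhibition above a cutoff: mean of compounds within the control limits plus 3 SD of those, cut at about 17% in these data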;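 further: 0% = plate median of compound wells and 100% = probe without SIAE protein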
Target sequence (Q9HAT2 whole entry, looked up): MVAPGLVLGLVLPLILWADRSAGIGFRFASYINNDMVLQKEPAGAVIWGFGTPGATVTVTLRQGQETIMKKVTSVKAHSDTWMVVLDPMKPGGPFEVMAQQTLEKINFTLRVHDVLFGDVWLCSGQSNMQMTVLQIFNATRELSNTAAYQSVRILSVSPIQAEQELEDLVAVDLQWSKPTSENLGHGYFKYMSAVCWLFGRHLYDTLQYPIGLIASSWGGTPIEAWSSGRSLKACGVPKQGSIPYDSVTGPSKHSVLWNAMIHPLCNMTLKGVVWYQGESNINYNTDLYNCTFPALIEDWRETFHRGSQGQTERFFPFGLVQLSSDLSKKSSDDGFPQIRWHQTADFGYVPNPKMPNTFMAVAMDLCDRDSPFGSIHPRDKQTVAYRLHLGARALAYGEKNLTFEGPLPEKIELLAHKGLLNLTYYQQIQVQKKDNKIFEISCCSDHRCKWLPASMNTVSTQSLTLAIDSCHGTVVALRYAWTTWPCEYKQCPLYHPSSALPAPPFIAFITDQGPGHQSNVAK
TCR-CD3 inh – inhibitors of human TCR-CD3 interaction, primary screen, biochemical, fluorescence, TAMRA-labeled TCR probe. 0.37% of 360,000 active. inhibition, % at 9.4 µM; in the data active means inhibition above about 19%;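 further: recombinant mutant TCR 2C K166C tagged with TAMRA read by polarization; 0% = receptor in buffer alone and 100% = receptor with positive control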
rCAG binder – binders of r(CAG) RNA repeats, primary screen, biochemical, fluorescence; r(CAG) RNA repeat, TO-PRO-1 dye displacement fluorescence; inhibition, % at 3 µM; 1.3% of 370,000 active; AID 651821, 2012;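 active means inhibition above the plate cutoff, the mean of all test compounds on that plate plus 3 SD, cut at about 35% in these data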;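 further: 0% = DMSO alone and 100% = 100 µM mitoxantrone as full dye displacement; higher means more dye released from RNA so lower well fluorescence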
ABHD4 inh – ABHD4 inhibitors, primary screen, biochemical, fluorescence polarization, mouse; purified mABHD4, FP-Rh probe fluorescence polarization; inhibition, % at 8.92 µM; 0.54% of 370,000 active;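 active means inhibition exceeding the mean over every tested compound plus 3 SD, cut at about 30% in these data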;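 further: 0% = plate median of compound wells and 100% = S159A mutant with DMSO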
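Test system: mABHD4 protein; Read-out basis: % inhibition; Incubation: 45 min + 60 min at 25 °C; Repeats: single replicate; Technique: fluorescence polarization with parallel and perpendicular emission, 525/598 nm; Compound: 8.92 µM, single dose; Benchmarks: full inhibition S159A mutant plus DMSO, zero as sample-well median.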
PG9 Ab binder – binders of HIV-1 gp120 antibody PG9, primary screen, biochemical, TR-FRET; HIV-1 gp120 / PG9 antibody interaction; inhibition, % at 6.7 µM; 0.43% of 360,000 active; TR-FRET gp120-PG9 antibody binding; in the data active means inhibition above about 8.5%
LEDGF integ inh – blockers of LEDGF/p75-dependent integrase strand transfer – biochemical, TR-FRET, high throughput, primary screen | HIV-1 integrase (with human LEDGF/p75) | TR-FRET IN-LEDGF/p75 DNA integration, Eu/Cy5 | inhibition, % at 3.7 µM | 0.64% of 370,000 active;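 active means inhibition above the screen-wide mean plus 3 SD, cut at about 13% in these data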;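 further: signal is the Cy5 over europium emission ratio at 671 and 618 nm; 0% = plate median of compound wells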
HTRA1 inhibitor – HTRA1 serine protease inhibitors, primary screen, biochemical, fluorescence polarization, HTS | recombinant HTRA1, FP-rhodamine activity-based probe | inhibition, % at 5.96 µM | 0.5% of 340,000 active; in the data active means inhibition above about 36%;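 further: 0% = enzyme with DMSO and 100% = wells lacking enzyme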
Target sequence (Q92743 whole entry, looked up): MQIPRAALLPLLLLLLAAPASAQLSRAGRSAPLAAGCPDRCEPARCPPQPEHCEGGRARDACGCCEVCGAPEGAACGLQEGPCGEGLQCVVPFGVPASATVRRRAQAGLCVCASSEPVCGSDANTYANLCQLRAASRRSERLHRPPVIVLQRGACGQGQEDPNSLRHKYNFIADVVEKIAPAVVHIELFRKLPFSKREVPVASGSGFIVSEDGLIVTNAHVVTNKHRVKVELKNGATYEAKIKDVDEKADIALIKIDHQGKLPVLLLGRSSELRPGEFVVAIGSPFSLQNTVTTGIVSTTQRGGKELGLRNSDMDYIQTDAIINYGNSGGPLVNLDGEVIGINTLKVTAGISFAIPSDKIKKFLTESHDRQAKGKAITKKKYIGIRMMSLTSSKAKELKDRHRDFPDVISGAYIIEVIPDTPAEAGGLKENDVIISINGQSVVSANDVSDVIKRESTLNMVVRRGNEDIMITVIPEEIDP
PRMT1 FP inh – PRMT1 methyltransferase inhibitors, primary screen, biochemical, fluorescence polarization; Protein arginine N-methyltransferase 1 (Homo sapiens), Q99873; recombinant PRMT1, activity-based probe fluorescence polarization; inhibition, % at 2.79 µM; 1.3% of 370,000 active;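 active means inhibition above about 21% made by adding two undisclosed values, limit read from the data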
NR1D1 modulator – modulators of Rev-erb alpha DNA binding, primary screen, biochemical, FITC-DNA, fluorescence polarization, uHTS; Nuclear receptor subfamily 1 group D member 1 (Homo sapiens), P20393; Rev-erbα–FITC-DNA binding, 90 min; activity, % at 10 µM; 0.79% of 370,000 active; AID 1259318, 2017;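 active means activity above about 14%, limit read from the data; passing the limit was not always enough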;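 further: 0% = DMSO wells with 35 nM protein and 100% = DMSO wells with 750 nM protein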
TDP2 absorb – human TDP2 enzyme inhibitors, primary screen, biochemical, epi absorbance, recombinant enzyme; Tyrosyl-DNA phosphodiesterase 2 (Homo sapiens), O95551; T5PNP hydrolysis, p-nitrophenol absorbance 415 nm; inhibition, % at 12.8 µM; 0.34% of 370,000 active; AID 720702, 2013;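 active means inhibition above the mean of all tested compounds plus 3 SD, set per campaign, cut at about 25% in these data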;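 further: 0% = DMSO with enzyme and 100% = buffer with substrate but no TDP2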
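Material: recombinant human TDP2; quantity: TDP2 enzyme at 120 nM final; medium: Tris-HCl pH 7.5 with MgCl2; compound: single concentration, 12.8 µM nominal, with 1% DMSO; incubation: 2 h enzyme incubation at 37 °C; signal: epi absorbance; measure: percent inhibition; benchmarks: high control without enzyme, low control DMSO plus TDP2; repeats: singlicate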
Active calls of the source: *; x = not tested or not shown. Only part of the results is shown; count on the stated rates, not on these rows.

molecule,PG9 Ab binder,PRMT1 FP inh,NR1D1 modulator,ABHD4 inh,TDP2 absorb,LEDGF integ inh,TCR-CD3 inh,rCAG binder,HTRA1 inhibitor,SIAE inh
CCOc1ccc2c(c1)s/c(=N\S(=O)(=O)c1ccc(OC)cc1)n2C(F)F,-0.2,-1,6,-1,9,2,1,0,-7,4
Cc1ccc(-c2nc(N/N=C/c3cccc([N+](=O)[O-])c3)c3ccccc3n2)cc1,-1.4,-4,-6,4,2,3,4,3,-2,-3
CCOC(=O)Cn1c(=NC(=O)CN2C(=O)CCC2=O)sc2cc(S(N)(=O)=O)ccc21,-0.5,2,-1,-2,11,3,4,2,-6,-1
Cc1csc(NC(=O)C2CSC3(C)CCC(=O)N23)n1 (stereo not given),-0.8,-5,-3,0,-1,3,3,0,5,2
Cc1c(/C=N/N=C2\CCC3C4CCc5cc(O)ccc5C4CCC23C)cnn1C (stereo not given),-1.9,-2,-2,1,7,2,4,-4,-10,-3
CC1CCN(S(=O)(=O)c2ccc(NC(=S)NC(=O)c3ccc(Cl)cc3)cc2)CC1,-0.2,-1,-2,1,6,1,3,4,2,4
O=C(CSc1nc2nn(-c3ccccc3)c(=O)c-2c2n1CCCCC2)Nc1ccccc1[N+](=O)[O-],-2.3,3,-1,1,-1,0,1,14,6,-5
COC(=O)c1sc(SC)c(S(=O)(=O)C(C)C)c1N,-0.7,2,-2,-9,-7,-3,-3,-2,2,1
COc1ccc(C2(c3ccc(OC(C)=O)cc3OC(C)=O)CC(c3ccccc3)NC(=S)N2)cc1 (stereo not given),-1.2,2,-7,-2,-7,1,3,0,32,8
O=C(NCC1CC1)c1ccc2sc([C@H]3C[C@H](O)[C@@H](CO)O3)nc2c1,0.8,3,10,-9,5,-2,-5,4,x,1
Cc1ccc(OCCOCCOc2cccc3cccnc23)c(Br)c1,-0.6,3,1,-14,2,-1,10,-4,-16,-8
CC(C)CNC(=O)C1(C)CCCN1C(=O)c1ccc2c(c1)CCO2 (stereo not given),2.7,4,2,-6,-8,-3,0,1,x,4
Cc1ccc(NC(=O)C2CSC3(C)CCC(=O)N23)cc1S(=O)(=O)N1CCOCC1 (stereo not given),-1.5,7,-1,-4,-7,5,12,6,-3,0
C=CCc1cc(/C=C2/NC(=S)NC2=O)cc(OC)c1O,-5.7,0,5,8,7,-1,-2,8,-6,-5
CCN(C[C@H]1N[C@@](C)(C(=O)OC)[C@H]2C(=O)N(C)C(=O)[C@@H]12)C(=O)c1ccc(C)cc1,0.0,-2,1,1,-22,2,-7,2,3,7
CCCCOC(=O)Nc1ccc2c(C)cc(=O)oc2c1,0.9,0,-1,4,1,-1,6,-2,-5,-4
Cn1c(O)c(C2=c3ccccc3=NC2=O)sc1=Nc1ccc(Cl)cc1,-2.2,-2,-4,19,0,-1,-1,12,-2,-1
Nc1ccn(C2CC(O)C(CO)O2)c(=O)n1 (stereo not given),-0.3,0,4,-8,-3,1,-1,3,-2,-1
COc1ccc(Cl)cc1NC(=O)CN(C)C(=O)c1ccc(N2CCCCCC2)c([N+](=O)[O-])c1,0.2,4,8,2,-10,-8,-7,8,-27,2
CCOc1ccc(CN2CCNC(=O)C2CC(=O)NCCC2=CCCCC2)cc1 (stereo not given),0.9,4,-2,1,-3,-3,3,-7,x,-1
O=C(Cc1ccccc1)c1nnc(-c2ccccc2)o1,3.2,4,-1,-13,-1,3,-1,6,-1,-5
CCN(Cc1cc(=O)n2ccsc2n1)c1cccc2ccccc12,-0.8,10,-5,6,12,4,1,5,-13,3
O=C(CNC(=O)c1ccccc1)OCCOc1cccc(Cl)c1,1.1,-2,-1,0,4,-1,9,-6,5,-2
O=S(=O)(c1ccc(F)cc1)N1CCCN(Cc2c(F)cccc2F)CC1,-2.1,-4,7,2,-18,7,2,-6,-6,11
O=S(=O)(c1ccc(SCc2ccc(Cl)cc2)nc1)N1CCCC1,0.1,0,8,-24,-16,0,-4,-1,-15,-3
O/N=C1\CC2(Cc3nonc31)OCCO2,-2.4,3,-1,0,-2,-5,-1,0,3,6
O=C(CN1CCN(Cc2ccccc2F)C1=O)NCc1cccnc1,-0.6,-1,0,5,7,1,-2,0,-3,8
COC(=O)[C@]12C[C@H](CC(=O)NCCc3ccccc3OC)C(=O)N(CCC3=CCCCC3)C1=C[C@H](C1CCCC1)O[C@@H]2C,x,-2,-4,7,7,-2,x,5,x,-2
CSc1ccc(Oc2cccc3c2S(=O)(=O)N(C2CC2)C[C@@H](COCc2ccccc2)O3)cc1C,-0.5,0,3,-2,-1,1,10,8,x,-1
C=CCN(c1ccccc1OC)S(=O)(=O)c1cccc(C(=O)OC2CCOC2=O)c1 (stereo not given),0.7,3,5,2,-5,0,-1,8,-6,1
CN1C(=O)c2cccc3c(N(C)C)ccc(c23)C1=O,-5.3,0,27*,-1,-16,-2,7,-15,0,-12
COc1ccc(CNC(=O)C2CCN(C(=O)c3csc(Nc4ccc(C)cc4)n3)CC2)cc1,-0.2,-3,7,1,-3,1,2,0,-11,-1
CC1=C(C(=O)N2CCOCC2)C(c2ccc(Br)cc2)NC(=S)N1c1ccccc1 (stereo not given),-0.8,5,-1,-4,-1,-4,-8,1,1,3
CC(C)(C)NC(=O)c1ccc2nsnc2c1,0.0,-2,1,-4,5,2,6,-1,1,1
C[C@H](CO)N1C[C@H](C)[C@@H](CN(C)C(=O)c2cc(-c3ccccc3)on2)OCc2cnnn2CCCC1=O,-1.0,0,1,2,-8,3,5,0,6,-2
Cc1nn(Cc2ccccc2)c(C)c1NC(=O)c1cc(-c2ccc3c(c2)OCO3)on1,-1.6,-1,1,-1,-7,-1,-2,0,2,-2
Cc1ccc(CNC(=S)NCc2ccncc2)cc1,1.5,3,-5,-2,5,-3,-5,-1,10,3
Cc1ccc2oc3c(SCc4nc5ccccc5[nH]4)nc(C)nc3c2c1,-3.1,0,-4,-10,-12,-2,-5,8,-36,1
C(=Cc1c[nH]c2ccccc12)c1ccc2ccccc2n1,-1.5,5,8,-7,0,1,-6,16,17,14
Cc1nc(CS(=O)(=O)c2ccc(Cl)cc2)cc(Sc2ccccc2Cl)n1,-1.8,-3,-2,-1,8,7,-2,-7,-20,2
O=C(CSc1ccccn1)Nc1ccc2c(c1)C(=O)c1ccccc1C2=O,-5.8,1,-35,8,0,-2,6,10,1,-3
CN(CCO)C(=O)C1CCN(c2ncc(C(F)(F)F)cc2Cl)CC1,-1.2,-2,-4,-4,-10,11,3,-6,7,-2
CCOc1ccc(Nc2nc(NCCN3CCOCC3)nc(OC)n2)cc1,0.8,-5,7,-2,3,-2,2,-3,-2,-4
Cc1ccc(SCC(=O)OCC(=O)N(CC(C)C)c2c(N)n(Cc3ccccc3)c(=O)[nH]c2=O)cc1C,-1.5,-1,-6,0,9,-1,12,0,-3,-2
CCOc1ccccc1C(=O)N[C@H](C(=O)Nc1cc(S(=O)(=O)N(C)C)ccc1OC)C(C)C,-0.1,1,-2,0,9,-2,3,-2,8,-6
CC1=[N+]([O-])C(N2CCOCC2)C(O)(c2ccccc2)C1 (stereo not given),1.4,-2,2,-2,4,4,-2,-1,8,8
COc1ccc2c(c1)c(C(=O)O)c(C)n2-c1ccccc1,-0.5,-4,0,0,8,2,3,4,8,13
CCOC(=O)N1CCN(CC(O)COc2ccc(C)cc2C(C)(C)C)CC1 (stereo not given),0.5,0,0,11,-4,2,3,-7,-7,3
COc1cc(/C=C2/NC(=O)N(Cc3ccccc3F)C2=O)ccc1O,-3.2,-1,2,7,-2,-5,6,6,2,6
COC(=O)C(O)(CC(=O)Nc1cccc(SC)c1)C(F)(F)F (stereo not given),-3.3,0,1,8,1,-1,-4,1,1,-6
COC(=O)C1=C(C)N(Cc2ccccc2)C(=NCc2ccccc2)N[C@H]1c1cccc(F)c1,-1.2,0,1,23,-9,0,3,9,-12,-2
COC(=O)COc1nsnc1N1CCOCC1,-2.5,-1,2,7,-7,0,5,-1,1,3
COc1ccc(OC)c(C=NNC(=O)c2ccccc2NS(=O)(=O)c2cccs2)c1,0.3,-1,2,3,-9,-1,7,60*,-4,9
Cc1ccc(NC(=O)CCN2CCN(CCO)CC2)cc1,-0.8,-1,-2,-6,7,2,5,-1,-2,0
COc1ccc(-n2nnnc2SCC(=O)N2CCCc3ccccc32)cc1OC,2.1,2,-1,0,4,1,-7,-5,2,5
CCCNC(=O)CCc1c(C)nc2nc(-c3cc(OC)cc(OC)c3)nn2c1C,1.6,-1,-1,1,6,4,-3,-3,7,0

Other structures follow.
molecule,PG9 Ab binder,PRMT1 FP inh,NR1D1 modulator,ABHD4 inh,TDP2 absorb,LEDGF integ inh,TCR-CD3 inh,rCAG binder,HTRA1 inhibitor,SIAE inh
Cc1ccc(Oc2ncccc2/C=N/OCc2ccc(Cl)cc2Cl)cc1,1.3,-1,-4,-5,0,-1,-4,-2,-1,3
CCOC(=O)c1ccc(NC(=O)c2nc[nH]c2C(=O)N(CC)CC)cc1,1.2,-3,-1,0,8,-1,-1,-1,6,-3
CCCc1nnc(NC(=O)CN2CCOCC2)s1,0.1,-2,0,2,-14,-2,-1,3,-2,3
CCC(=O)c1cc(F)c(N2CCN(C(=O)Cc3ccccc3)CC2)cc1C,-0.1,3,1,1,8,0,-1,-8,-9,1
COc1ccc(C(=O)NC(C)CCc2ccccc2)cc1 (stereo not given),-0.7,1,-1,-6,7,4,-6,-5,-4,7
CCN(CC(=O)NCc1cccs1)C(=O)c1cc(S(=O)(=O)NCc2ccccc2)ccc1C,-0.2,-2,-5,-3,-4,1,-2,2,0,-3
O=C(NCc1ccco1)c1ccccc1O,1.0,0,0,-2,-30,7,-3,3,1,-5
CN(C)c1ccc(/C=C/c2ccc3c4ccccc4ccc3[n+]2-c2ccccc2)cc1,-50,3,-8,-172,4,-6,-81,30,-102,-115
CC1(C)CC(=O)C2=C(C1)N(c1ccc(F)cc1)C(=O)CC2c1cccnc1 (stereo not given),0.7,-2,2,-2,0,1,8,1,4,0
